Growth percent in the NCI-60 one-dose screen (48 h, 10 µM unless noted): 100 = growth as untreated, 0 = no growth, -100 = all killed.
SK-MEL-2: SK-MEL-2 melanoma; 77,000 tested, 4.7% active; AID 1794763
EKVX: EKVX NSCLC | 71,000 tested, 3% active
A549/ATCC: A549/ATCC NSCLC; 81,000 tested, 3.7% active
HOP-92: HOP-92 NSCLC cells | 71,000 tested, 6.3% active
SK-MEL-5: SK-MEL-5 melanoma | 80,000 tested, 6.4% active
M14: M14 melanoma. 80,000 tested, 6.2% active. AID 1794745
HOP-62: HOP-62 NSCLC | 80,000 tested, 3.9% active
SK-MEL-28: SK-MEL-28 melanoma; 81,000 tested, 4.1% active; AID 1794761
Active calls of the source: *; . = no result given; & = joins results of further samples. Rule for the calls: active = growth percent below 10; inactive = the rest.

no.	compound	SK-MEL-28	M14	SK-MEL-5	HOP-92	EKVX	SK-MEL-2	A549/ATCC	HOP-62
1	Cc1ccc(S(=O)(=O)N(CC[C@@H]2C[C@H]2c2cc3ccccc3o2)C(=O)NC2CCCCC2)cc1	95.7	96.5	100.6	109.6	101.1	101.1	100.7	93.1
2	C/C(=N\NC(N)=O)c1c(O)sc(=O)[nH]c1=O	99.7	98.8	101.2	104.1	95.8	109.4	98.4	96.6
3	CCN(CC)N=Nc1nn(C(=O)Nc2ccc(Cc3ccccc3)cc2)c2ccc(Cl)cc12	70.8	22.0	56.6	102.5	47.5	72.9	67.7	86.9
4	Cc1ccc(NC(=O)Nc2cc(C(C)C)ccc2C)cc1	105.7	90.3	98.1	87.5	93.4	86.7	82.1	88.9
5	Cc1ccc(I)c(C)c1	115.3	102.6	97.6	111.7	98.3	104.6	103.5	98.9
6	Cc1cc(/C=C2\C=Cc3ccccc32)ccc1N(C)C	102.6	108.7	100.1	79.6	80.5	115.6	112.0	105.4
7	Nc1cc(C(F)(F)F)ccc1[N+](=O)[O-]	98.0	92.7	97.9	78.5	83.8	122.1	109.9	88.3
8	CSc1nc(N)n(/N=C(\C)c2ccccc2)c(=O)c1C#N	106.1	103.5	101.4	96.9	96.5	110.8	92.1	95.5
9	O=C1CC(c2ccccc2)CC2=C1C(c1c[nH]c3cccc(F)c13)Cc1c(F)cccc1N2 (stereo unspecified)	91.3	80.7	92.5	.	77.4	90.1	70.1	83.9
10	CSc1nc(N)c2c(n1)N(C)C=NS2(=O)=O	121.7	106.2	103.9	79.1	113.1	122.6	.	122.9
11	c1cncc(-c2nc3cc4nc5ccccc5[nH]c4cc3n2)c1	112.9	96.5	84.2	86.4	98.1	91.0	95.2	93.8
12	O=C1c2cc3c(cc2-c2c1c1cc(F)c(F)cc1c(=O)n2C[C@H](O)CO)OCO3	10.1	1.8*	-91.5*	9.4*	14.7	-26.0*	-57.8*	-35.2*
13	OCCNCCCNc1ccnc2cc(Cl)ccc12	109.6	100.8	103.5	84.4	100.7	109.5	105.4	105.7
14	COc1cccc2c1C(=O)c1c(O)c3c(c(O)c1C2=O)C[C@](O)(C(=O)CO)C[C@H]3O[C@@H]1C[C@@H](NC(=O)CCCN(C)C2(c3ccc(F)cc3)CC3CCC2C3)[C@H](O)[C@@H](C)O1 (stereo partly specified)	.	-86.8*	.	48.7	-46.3*	47.1	-80.1*	58.5
15	COc1cccc(C(=O)C(=O)c2cccc(OC)c2OC)c1OC	110.7	88.4	95.9	78.3	97.1	130.8	103.6	90.1
16	CC(C)N(Cc1ccc(CN(C(=O)CCl)C(C)C)cc1)C(=O)CCl	33.1	1.1*	17.9	-65.4*	82.6	44.9	57.4	-27.7*
17	CC(C)CC(=O)Oc1ccccc1NCCCc1ccccc1	109.3	97.3	108.6	72.2	97.0	99.2	108.9	102.8
18	Cc1ccc2nc(-c3c(-c4ccc(F)cc4)nc4sccn34)[nH]c2c1	85.1	96.6	48.5	82.6	96.4	106.9	91.2	101.8
19	COC1C(O)CC(OC2CC(OC3CC(O[C@@H]4C(=O)c5c(cc6cc(OC7CC(OC8CC(O)C(O)C(C)O8)C(O)C(C)O7)c(C)c(O)c6c5O)CC4[C@H](OC)C(=O)C(C)=O)OC(C)C3O)OC(C)C2O)OC1C (stereo partly specified)	-20.6*	-34.4*	-40.4*	-6.3*	3.7*	-41.9*	1.9*	-20.1*
20	Cc1nn(-c2ccccc2)c2c1C(c1ccc([N+](=O)[O-])cc1)C(C#N)=C(N)O2 (stereo unspecified)	116.4	105.5	121.8	91.7	115.3	122.7	102.3	94.3
21	O=Cc1cc2ccccc2nc1Nc1nc2ccccc2s1	99.6	103.3	97.1	126.9	88.8	107.2	90.6	102.0
22	COc1ccc(S(=O)(=O)N2CCN(Cn3nc(-c4cc(OC)c(OC)c(OC)c4)oc3=S)CC2)cc1	92.8	.	93.4	83.1	94.6	102.4	96.3	92.6
23	NS(=O)(=O)N(c1cc(C(F)(F)F)cc(C(F)(F)F)c1)C1CCN(Cc2ccc(C(F)(F)F)cc2)CC1	55.4	-0.6*	38.2	7.5*	16.2	28.0	.	30.2
24	C=CCn1c(SCC(=O)Nc2ccc(C(=O)/C=C/c3ccc(Cl)cc3)cc2)nnc1-c1ccc(OC)c(OC)c1	95.2	90.4	82.3	93.6	84.8	92.6	82.5	84.0
25	CCCC(CCc1ccccc1)C(=O)NC(N)=O (stereo unspecified)	102.6	107.8	102.4	98.2	100.0	96.6	103.2	104.2

Gathered by group, those above containing a CF3 group.
no.	compound	SK-MEL-28	M14	SK-MEL-5	HOP-92	EKVX	SK-MEL-2	A549/ATCC	HOP-62
7	Nc1cc(C(F)(F)F)ccc1[N+](=O)[O-]	98.0	92.7	97.9	78.5	83.8	122.1	109.9	88.3
23	NS(=O)(=O)N(c1cc(C(F)(F)F)cc(C(F)(F)F)c1)C1CCN(Cc2ccc(C(F)(F)F)cc2)CC1	55.4	-0.6*	38.2	7.5*	16.2	28.0	.	30.2

Looked up above.
For SK-MEL-5, cpd 24 shows 82.3
For M14, cpd 16 shows 1.1*
For A549/ATCC, cpd 21 shows 90.6
For SK-MEL-28, cpd 1 shows 95.7
For HOP-62, cpd 10 shows 122.9
For A549/ATCC, cpd 13 shows 105.4

Back to the main list, starting five compounds before the break.
no.	compound	SK-MEL-28	M14	SK-MEL-5	HOP-92	EKVX	SK-MEL-2	A549/ATCC	HOP-62
21	O=Cc1cc2ccccc2nc1Nc1nc2ccccc2s1	99.6	103.3	97.1	126.9	88.8	107.2	90.6	102.0
22	COc1ccc(S(=O)(=O)N2CCN(Cn3nc(-c4cc(OC)c(OC)c(OC)c4)oc3=S)CC2)cc1	92.8	.	93.4	83.1	94.6	102.4	96.3	92.6
23	NS(=O)(=O)N(c1cc(C(F)(F)F)cc(C(F)(F)F)c1)C1CCN(Cc2ccc(C(F)(F)F)cc2)CC1	55.4	-0.6*	38.2	7.5*	16.2	28.0	.	30.2
24	C=CCn1c(SCC(=O)Nc2ccc(C(=O)/C=C/c3ccc(Cl)cc3)cc2)nnc1-c1ccc(OC)c(OC)c1	95.2	90.4	82.3	93.6	84.8	92.6	82.5	84.0
25	CCCC(CCc1ccccc1)C(=O)NC(N)=O (stereo unspecified)	102.6	107.8	102.4	98.2	100.0	96.6	103.2	104.2
26	O=C(Cc1ccccc1)Nc1cn(-c2ccccc2)[nH]c1=O	109.6	108.5	99.7	86.3	100.0	122.1	95.0	108.5
27	CN(CCc1ccccc1)C(=S)N(C(=O)c1ccc([N+](=O)[O-])cc1)c1ccc(Cl)cc1	95.2	94.8	98.3	67.0	95.1	87.9	98.2	101.8
28	COc1cc(C(=O)N2Cc3cc4ccccc4nc3C2C)cc(OC)c1OC (stereo unspecified)	124.4	120.9	99.8	86.0	96.4	.	96.2	102.9
29	Cc1cc(=S)[nH]c(=S)[nH]1	105.2	99.8	94.5	.	98.4	97.0	93.8	91.2
30	Cc1ccc(S(=O)(=O)NCCNc2nccc(-n3ccc4cccnc43)n2)cc1	103.3	105.1	92.2	67.8	103.5	108.2	86.4	99.4
31	Nc1cc([N+](=O)[O-])cc(S(=O)(=O)O)c1O	.	116.0	104.1	93.8	104.6	90.9	110.5	107.0
32	COc1ccc(Cl)cc1-c1cn(-c2cc(OC)c(OC)c(OC)c2)c(=O)[nH]1	111.6	98.5	97.4	108.0	100.1	80.7	96.0	105.1
33	Cc1cc(=O)oc2c(N)nccc12	103.8	106.5	106.1	66.6	.	.	111.1	91.7
34	CC(C)(C)c1ccc2c(c1)C(=O)N(Cc1ccc(S(N)(=O)=O)cc1)C2=O	110.2	107.4	87.4	95.3	88.4	100.5	101.9	90.4
35	COc1ccc(/C=C\C(=O)c2ccccc2O)cc1	97.5	112.9	97.5	.	110.6	109.1	95.0	105.7
36	CCCSc1nnc(-c2c(C)nc3ccc(Cl)cn23)o1	98.1	97.7	93.9	71.1	81.8	100.6	96.5	75.8
37	COc1cc(NC(C)CCCNC(=O)CCC(=O)NCCCNCCCCCCCNCCCNC(=O)CCC(=O)NCCCC(C)Nc2cc(OC)cc3cccnc23)c2ncccc2c1 (stereo unspecified)	96.5	101.8	95.8	85.8	96.2	102.8	91.4	99.2
38	CC1=C2CC[C@]2(C)[C@@]2(O)C[C@](C)(CO)C=C2C1=O	107.1	106.1	100.9	117.8	108.4	118.0	102.1	111.0
39	c1ccc(C(CN2CCCCC2)OCc2cccs2)cc1 (stereo unspecified)	93.6	99.1	97.1	118.4	97.8	100.8	97.1	95.5
40	COc1ccc(C2=NNC(c3ccc(Oc4nc5c(c(=O)n(C)c(=O)n5C)n4C)c(OC)c3)C2)cc1 (stereo unspecified)	97.1	96.9	85.3	.	97.7	99.4	90.5	101.0
41	CC(C)CSc1nc(Nc2ccccc2)c(C#N)c(-c2ccc(F)cc2)n1	84.5	31.6	80.5	-47.6*	23.2	78.8	21.4	7.3*
42	CCCCC(O)(c1ccc(Cl)cc1)C(CN1CCOCC1)c1ccc(Cl)cc1 (stereo unspecified)	54.1	28.6	13.3	-3.4*	.	50.1	29.6	60.1
43	COc1cc(C2CC(c3ccc(Cl)c(Cl)c3)=NN2c2ccccc2)cc(OC)c1OC (stereo unspecified)	81.2	78.1	.	.	.	.	59.1	95.3
44	O=C1CCN(c2ccc3ccccc3c2)C(=S)N1	110.0	100.3	99.6	56.9	96.4	112.9	100.6	106.8
45	CC1=NN(c2ccccc2)C(=O)C1O (stereo unspecified)	127.0	113.1	94.9	92.7	109.0	128.2	.	97.1
46	COc1cccc(OC)c1C(=O)Nc1cccc(-c2cc(=O)c3ccccc3o2)c1	112.9	109.9	95.4	101.7	95.0	101.6	97.3	96.8
47	COC(=O)c1ccc(NC(=O)c2ccc(-c3cccc(N)c3)o2)cc1	105.2	118.8	96.0	100.6	101.3	103.6	96.1	106.7
48	Cc1nn(-c2ccccc2)c2ncn(/N=C/c3ccccc3)c(=N)c12	94.3	100.6	99.3	93.1	93.5	104.0	98.0	95.1
49	CN(C)C(=O)OCc1nc2c(N3CCOCC3)nc(Cl)nc2n1C	103.0	104.4	101.8	102.9	98.3	99.5	100.6	106.9
50	Nc1nc(N)c(N=Nc2ccc(S(N)(=O)=O)cc2)cc1N=Nc1ccccc1	107.5	99.7	97.0	.	.	94.1	90.8	87.8
51	CN1CCN(Cc2ccc(NC(=O)c3cncc(C#Cc4cncc5[nH]ncc45)c3)cc2C(F)(F)F)CC1	-15.2*	-57.6*	13.2	-22.9*	26.3	-52.4*	13.1	7.1*
52	COC(=O)CCC(NS(=O)(=O)/N=C1\NC(=O)NC1=C(Cl)Cl)C(=O)OC (stereo unspecified)	106.8	104.5	101.3	89.4	98.3	116.3	99.6	110.3
53	Cc1nn(-c2ccccc2)c2nc3c(c(-c4ccc(Cl)cc4)c12)CNC1(N3)C(=O)N(C)c2ccccc21 (stereo unspecified)	100.4	90.6	92.8	79.5	90.2	94.8	93.8	97.3
54	Nc1nnc(-c2cc(=O)oc3c2ccc2ccccc23)o1	102.8	113.1	98.8	94.0	96.5	112.2	101.1	102.3
55	O=S(=O)(Nc1ccccc1Cl)c1ccc(Br)cc1	106.8	82.6	94.8	75.7	90.7	86.4	70.0	79.4
56	CN1CCc2nc3sc(C(=O)c4ccccc4)c(N)c3cc2C1	82.5	93.3	88.6	.	.	84.0	90.1	78.5
57	Cn1c(O)c(N=NC(=O)c2ccco2)c2ccccc21	103.9	85.7	94.7	96.8	79.5	98.3	96.8	86.2
58	COc1ccc(C(C#N)c2ccc(OC)cc2)cc1	103.4	96.1	104.2	92.8	97.0	98.2	85.3	91.5
59	COc1ccc(-c2ccc(NC(=O)Nc3ccc(Cl)c(C(F)(F)F)c3)c(C)n2)cc1	71.4	31.9	55.7	27.0	49.2	62.1	38.7	62.1
60	OCC(c1ccccc1)[n+]1ccccc1 (stereo unspecified)	79.0&113.8	95.7&97.8	100.5&103.6	76.8&85.2	98.2&95.8	65.5&111.4	84.1&96.0	81.0&89.7
61	Nc1cc(-c2c[nH]c3ccc(Br)cc23)nc2cc(-c3c[nH]c4ccccc34)nn12	-98.5*	-69.4*	-96.4*	-50.8*	-67.5*	-66.8*	-47.2*	-61.9*

Screens (PubChem)
